# APE1 inh: blocks human APE1 abasic DNA cleavage; P27695; recombinant APE1, TAMRA/BHQ-2 abasic DNA cleavage fluorescence; Potency, µM (series often up to 65.8 µM), without a hit: top-dose activity change, negative = inhibition, actives largely listed as inhibitors; hit rate 0.35% among 350,000;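 also: potency is read from the fitted curve at half-maximal effect; plate controls were vehicle for no effect and reference inhibitor for full effect; nearly all actives have a fitted effect of over 55% in size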
#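 APE1 at 0.75 nM preincubated 15 min at room temperature with compound. Reaction then started with 50 nM double-stranded THF-abasic substrate labelled with TAMRA/BHQ-2, and 525/598 nm fluorescence read kinetically. Activity taken as third-minus-first read difference, normalized to DMSO and NSC13755 controls.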
# BLM inh: blocks DNA unwinding by human BLM helicase; Potency, µM (doses to about 56.1 µM), for inactives: at the highest dose activity change, negative = inhibition, actives largely listed as inhibitors; AID 2528; recombinant BLM DNA unwinding, fluorescence dequenching; hit rate 0.2% among 350,000; P54132;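 also: potency is read from the fitted curve at half-maximal effect; plate controls were vehicle for no effect and no enzyme for full effect; nearly all actives have a fitted effect of over 35% in size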
# LDHA block: LDHA (human) enzyme inhibition; purified LDHA, NADH/diaphorase-resazurin fluorescence; hits give low values; AID 1347041; hit rate 0.15% among 480,000; activity change, % (values are at about 110 or 230 µM); P00338; in the data active = activity change below about -30%; inconclusive = mostly about -25% to -30%;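 also: plate controls were DMSO wells for no effect and wells without enzyme for full effect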
#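 LDH5 2 nM; NADH 0.06 mM, pyruvate 0.2 mM; 200 mM Tris pH 7.4, EDTA, Tween-20; 5 min RT. Detection: diaphorase 0.133 mg/mL + resazurin 37 µM, fluorescence ex540/em590 at 0 and 20 min; normalized to enzyme-free and DMSO wells.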
# Glioma ERSR ind: ER stress response induction in glioma. U87-MG GRP78 promoter luciferase reporter, 16 h. Potency, µM, inactives show at the highest dose activation, usual class: activators. hit rate 0.02% among 420,000. AID 602332; also: potency is read from the fitted curve at half-maximal effect; series mostly up to about 76 µM; % of control where 0% means no effect; nearly all actives have a fitted effect of over 35% in size
#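 Stably transfected U87-MG glioma cells carrying a GRP78-based luciferase sensor; 16 h compound incubation. Luminescence end-point read 10 min after Bright-Glo addition at room temperature.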
# POLH inh: blocks human DNA polymerase eta activity; Q9Y253; recombinant Pol eta, fluorescent DNA replication assay; Potency, µM (doses to about 114 µM), without a hit: at the top dose activity change, negative = inhibition, hits mostly inhibitors; hit rate 1.2% among 390,000; AID 588591; also: potency is read from the fitted curve at half-maximal effect; % is scaled to controls: 0 for no effect and ±100 for the full control effect
#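 Fluorescent replication assay: 50 nM final substrate added after a 15 min room-temperature compound preincubation with 10 nM enzyme. Signal taken at 0 min and again at 10 min.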
# POLI inh: inhibitors of human DNA polymerase iota | AID 588590 | Potency, µM (highest dose often 115 µM), without a hit: top-dose activity, negative = inhibition, most hits filed as inhibitors | hit rate 1% among 390,000 | Pol iota fluorescent replication assay, 10 min; also: potency is read from the fitted curve at half-maximal effect
#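 Fluorescent replication assay read twice, at 0 min and 10 min after adding 50 nM (final) substrate. Enzyme (10 nM) and compounds were first incubated 15 min at room temperature; enzyme-free buffer wells were negative controls.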
# Apoferritin bind: candidate novel general anesthetic via apoferritin binding; P02791; apoferritin/1-aminoanthracene competitive binding, fluorescence; Potency, µM (titrated, usually from 77.5 µM), inactives show at the top dose activity change, negative = displacement, hits mostly inhibitors; hit rate 0.074% among 350,000; also: potency is read from the fitted curve at half-maximal effect; % is scaled to controls: 0 for no effect and ±100 for the full control effect; nearly all actives have a fitted effect of over 20% in size
# Target sequence (P02791 2-175 limits assumed): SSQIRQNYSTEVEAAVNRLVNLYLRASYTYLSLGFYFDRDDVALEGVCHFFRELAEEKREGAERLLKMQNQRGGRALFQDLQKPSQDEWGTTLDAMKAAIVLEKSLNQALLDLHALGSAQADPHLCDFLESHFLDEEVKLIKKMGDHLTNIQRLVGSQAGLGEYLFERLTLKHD
#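 In PBS, apoferritin at 10 uM is loaded with 1-AMA from a 50% saturated solution. After 10 min of compound exposure at ambient temperature, reduced 535 nm fluorescence indicates probe displacement.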
# Pol beta inh: inhibitors of human DNA polymerase beta; P06746; Pol beta primer extension/strand displacement, fluorescence kinetic; Potency, µM (doses to about 114 µM), for inactives: at the highest dose activity change, negative = inhibition, actives largely listed as inhibitors; hit rate 1.3% among 340,000; also: potency is read from the fitted curve at half-maximal effect; % is scaled to controls: 0 for no effect and ±100 for the full control effect
#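 Pol beta (10 nM) and compounds were preincubated 15 min at room temperature, then 50 nM substrate (final) started primer extension/strand displacement. Reads were taken at 0 and 10 min; concentration-response data were fitted to a four-parameter Hill equation.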
# Pol kappa inh: inhibitors of human DNA polymerase kappa; Q9UBT6; purified Pol kappa, fluorescent DNA synthesis assay, 10 min; Potency, µM (titrated, usually from 107 µM), for inactives: top-dose activity, negative = inhibition, most hits filed as inhibitors; hit rate 0.53% among 400,000; AID 588579; also: potency is read from the fitted curve at half-maximal effect; % is scaled to controls: 0 for no effect and ±100 for the full control effect
# Target sequence (Q9UBT6 whole entry, looked up): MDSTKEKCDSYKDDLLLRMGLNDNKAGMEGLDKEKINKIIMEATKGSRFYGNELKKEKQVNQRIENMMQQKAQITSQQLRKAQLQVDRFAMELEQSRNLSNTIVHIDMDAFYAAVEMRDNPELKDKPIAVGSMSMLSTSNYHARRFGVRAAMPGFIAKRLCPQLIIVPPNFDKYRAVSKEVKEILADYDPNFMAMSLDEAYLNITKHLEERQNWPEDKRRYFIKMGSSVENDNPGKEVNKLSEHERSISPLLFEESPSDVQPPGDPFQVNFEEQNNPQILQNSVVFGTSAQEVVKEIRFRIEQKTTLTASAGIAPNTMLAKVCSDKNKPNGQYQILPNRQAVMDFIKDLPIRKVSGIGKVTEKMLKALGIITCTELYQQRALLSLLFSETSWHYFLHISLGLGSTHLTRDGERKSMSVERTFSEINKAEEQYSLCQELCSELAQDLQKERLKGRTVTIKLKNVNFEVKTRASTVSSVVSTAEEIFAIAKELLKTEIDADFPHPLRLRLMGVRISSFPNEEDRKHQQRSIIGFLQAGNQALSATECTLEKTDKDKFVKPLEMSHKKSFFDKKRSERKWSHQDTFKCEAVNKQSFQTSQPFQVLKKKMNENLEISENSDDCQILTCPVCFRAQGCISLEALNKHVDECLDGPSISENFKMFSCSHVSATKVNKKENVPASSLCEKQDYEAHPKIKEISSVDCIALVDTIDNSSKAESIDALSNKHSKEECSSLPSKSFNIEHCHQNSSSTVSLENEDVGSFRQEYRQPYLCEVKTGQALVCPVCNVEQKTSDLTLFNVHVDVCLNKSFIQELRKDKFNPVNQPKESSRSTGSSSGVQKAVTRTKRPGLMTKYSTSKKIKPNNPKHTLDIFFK
#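 50 nM final substrate added after 15 min RT preincubation of 10 nM Pol kappa with compound; fluorescence read at 0 and 10 min.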
# The depositor's hits bear a star; ? = inconclusive; / = no result given; [ ] = another dose, or the depositor's remark. Unless noted, calls follow the shape of the dose curve; as a rule, active = well fitted curve in the direction sought with a large enough effect; inconclusive = small, poorly fitted or top-dose-only effect, or another doubt; inactive = no such curve, though single readings can be large; an effect the other way counts as inactive or inconclusive. An excerpt. The share of hits here may be higher or lower than overall.
SMILES,APE1 inh,BLM inh,LDHA block,Glioma ERSR ind,POLH inh,POLI inh,Apoferritin bind,Pol beta inh,Pol kappa inh
Cc1snc(SCC(=O)c2ccc(F)cc2)c1C#N,-6%,-1%,-5,0%,-10%,78%[activator],?,2%,-10%
CC(CCc1ccccc1)NC(=O)Cn1ncc2c3ccccc3n(Cc3cccc(Cl)c3)c2c1=O (configuration not stated),/,-7%,1,1%,?,?,-9%,18µM*,-24%
CCC(=O)N(c1nnc(SCC(=O)c2ccc[nH]2)s1)C1CC1,6%,/,6,-3%,?,3%,/,/,-10%
COc1ccc(N2C(=O)CSC23C(=O)N(Cc2cccc(F)c2)c2ccccc23)cc1Cl (configuration not stated),/,-9%,-4,-1%,-13%,3%,-7%,0%,7%
CC(=O)c1c(C)[nH]c(C(=O)CN2C(=O)NC(CCc3ccccc3)C2=O)c1C (configuration not stated),1%,-5%,-7,-6%,-3%,4%,?,-14%,-6%
O=C(Nc1c(F)cccc1F)C1CCN(C(=O)c2cccs2)CC1,44%[activator],-4%,-10,-4%,2%,47%[activator],-5%,31%,-6%
Cn1cccc1/C=N/NC(=O)c1sc2cc(Cl)ccc2c1Cl,-1%,1%,/,/,/,/,-3%,18%[57.1 µM],/
O=C(CSc1cn(CC(=O)N2CCOCC2)c2ccccc12)Nc1ccccc1F,/,1%,-12,-2%,-12%,39%[activator],-1%,9%,-15%
CCCCN(C(=O)c1ccc(N2CCCC2=O)cc1)c1c(N)n(CCC)c(=O)[nH]c1=O,0%,/,1,-2%,-13%,8%,/,/,15%
COc1ccc(CNC(=O)C2CCN(S(=O)(=O)c3ccc(-c4nn[nH]n4)cc3)CC2)cc1,1%,1%,-13,-3%,-7%,-5%,-6%,0%,-5%
Cc1ccc(S(=O)(=O)Nc2c(C)n(C)n(-c3ccccc3)c2=O)c(C)c1,-3%,-11%,-3,-9%,-23%,109%[activator],-7%,15%,-2%
CCOC(=O)c1ccc(NC(=O)c2cc(C)nc3ccccc23)cc1,41%[activator],-4%,-5,-2%,2%,76%[activator],-11%,2%,1%

# 3 compounds from above, arranged by length of the SMILES, descending.
SMILES,APE1 inh,BLM inh,LDHA block,Glioma ERSR ind,POLH inh,POLI inh,Apoferritin bind,Pol beta inh,Pol kappa inh
O=C(Nc1c(F)cccc1F)C1CCN(C(=O)c2cccs2)CC1,44%[activator],-4%,-10,-4%,2%,47%[activator],-5%,31%,-6%
Cn1cccc1/C=N/NC(=O)c1sc2cc(Cl)ccc2c1Cl,-1%,1%,/,/,/,/,-3%,18%[57.1 µM],/
Cc1snc(SCC(=O)c2ccc(F)cc2)c1C#N,-6%,-1%,-5,0%,-10%,78%[activator],?,2%,-10%

# Further entries
SMILES,APE1 inh,BLM inh,LDHA block,Glioma ERSR ind,POLH inh,POLI inh,Apoferritin bind,Pol beta inh,Pol kappa inh
OC(CNCc1ccco1)Cn1c2ccc(Br)cc2c2cc(Br)ccc21 (configuration not stated),3%,-8%,-3,0%,-8%,-2%,-9%,1%,-17%
C[C@]12CCC3c4ccc(OS(=O)(=O)O)cc4CCC3C1CCC2=O (some centres not stated),-3%,-7%,/,-4%,/,/,3%,/,-9%[60.1 µM]
COC(=O)[C@@H]1[C@@H](O)[C@]2(O)c3ccccc3O[C@]2(c2ccccc2)[C@H]1c1ccccc1,-8%[12.4 µM],0%[12.4 µM],/,-2%,/,/,-3%[15.3 µM],/,/
COc1ccc(C2=NO[C@@H]3C(=O)N(Cc4ccccc4)C(=O)[C@H]23)c(OC)c1,-9%,-4%,4,-6%,-3%,22%,-10%,-1%,-13%
O=C(CSc1ncn[nH]1)NCCCc1ccccc1,0%,-1%,-4,-3%,-18%,14%,-14%,-12%,1%
Cc1cccc(-n2c(C)n[nH]c2=S)c1,14%,-7%,-9,-5%,7%,-21%,1%,18%,-10%
COc1cc2c(C(=O)NC3CCCCCC3)cn(C)c(=O)c2cc1OC,-13%,-3%,3,-1%,?,21%,-8%,1%,-6%
CC1Cc2ccccc2N1Cc1nc2scc(-c3cccs3)c2c(=O)[nH]1 (configuration not stated),-1%,-2%,1,-6%,1%,17%,?,-2%,-5%
Clc1ccc2nc(CSc3nnc4ccccn34)cn2c1,-3%,-1%,-8,-10%,-9%,-1%,-11%,0%,-11%
Cc1ccc(N2CC(C(=O)NCCN3CCOCC3)CC2=O)cc1C (configuration not stated),70%[activator],-8%,-14,-2%,-21%,51%[activator],9%,-6%,-8%
CCOc1ccc(-c2nnc(SCC(=O)NCc3ccc(C)cc3)nc2-c2ccc(OCC)cc2)cc1,/,-3%,2,-3%,-21%,10%,5%,-1%,-7%[60.1 µM]
Cc1nc2ncnn2c(N2CCCC(C(=O)Nc3ccccc3Br)C2)c1C (configuration not stated),11%,1%,-7,1%,-2%,138%[activator],-9%,6%,-22%
C[C@H]1COC(=O)[C@H](Cc2ccc(F)cc2)CC/C=C/C[C@@H](CC(=O)N(CCO)Cc2ccccc2)C(=O)N1,-23%,/,-3,-1%,-20%,10%,/,/,2%
CCOc1ccccc1C(=O)Nc1nnc(SCC(=O)Nc2cc(C)on2)s1,12%,0%,-10,-1%,-2%,145%[activator],-1%,36%[activator],-10%
Cc1ccc(C(=O)N=c2sccn2C)cc1S(=O)(=O)N1CCOCC1,11%,/,2,2%,2%,34%[activator],/,/,-13%
Cc1ccccc1C(C(=O)NC1CCCCC1)N(C(=O)c1ccccn1)c1cccnc1 (configuration not stated),20%,-2%,-9,-2%,7%,104%[activator],-5%,22%,-1%
CC(C)(C)c1ccc(NS(=O)(=O)c2ccc(N)cc2)cc1,?,-9%,1,8%,-1%,5%,?,-2%,-12%
COc1ccc(N2CCN(C(c3cccs3)C(C)NS(C)(=O)=O)CC2)cc1 (configuration not stated),-1%,-2%,-1,-4%,-3%,-12%,-6%,5%,-7%[60.1 µM]
COC(=O)CN(c1nc(C)cc(OC)n1)S(=O)(=O)c1ccc(C)cc1,0%,-1%,-9,-5%,-1%,-8%,-23%,72%,-4%
O=[N+]([O-])c1cc(C(F)(F)F)ccc1NCCc1c[nH]c2ccc(O)cc12,-2%,-12%,8,3%,-15%,0%,?,?,-15%
COc1ccc(CN2CCN(S(=O)(=O)c3ccccc3)CC2)cc1Br,2%,-7%,-22,-6%,1%,?,1%,0%,-10%
CC(CNC(=O)COC(=O)c1ccco1)c1ccccc1 (configuration not stated),11%,/,-7,2%,-14%,6%,/,/,0%
Cc1nnsc1C(=O)NC1CCCc2c1cnn2-c1ccc(F)cc1F (configuration not stated),20%,-1%,1,1%,-8%,22%,-11%,28%,-3%
Cc1nn(CC#N)c(=O)n1-c1ccc(F)cc1,4%,0%,-4,-2%,6%,3%,-2%,17%,1%
COC(=O)/C=C1/SC(=NC(=O)c2ccc(F)cc2)NC1=O,-1%,0%,-12,-1%,-6%,47%[activator],-7%,2%,4%
CCN(CC(=O)Nc1c(F)cccc1F)C(=O)CCc1nc2ccccc2c(=O)[nH]1,2%,/,-9,-2%,-4%,22%,/,/,3%
Cc1ccc(C(=O)c2c3ccc(C(F)(F)F)cc3[n+]([O-])n2CCCN)cc1,14%,/,1,-4%,-11%,?,/,/,-9%
Nc1cc(=O)[nH]c(SCc2nc3ccccc3n2Cc2ccccc2)n1,3%,2%,-9,1%,-12%,13%,-14%,14%,-8%
Cc1nc2ncnn2c(C)c1CCC(=O)N1CCN(c2ccccn2)CC1,-5%,-8%,-10,0%,-12%,15%,9%,8%,-6%
N=C1C(c2ccc(Br)cc2)=C(O)C2CCc3ccccc3N12 (configuration not stated),4%,1%,-8,0%,-2%,-5%,-14%,-16%,-6%
NC(=O)N/N=C/c1ccc(OCc2cccc(Cl)c2)cc1,0%,-3%,-4,-1%,-25%,80%[activator],-8%,14%,-8%
Cc1occc1C(=O)N1CCN(c2ccc([N+](=O)[O-])cc2)CC1,17%,-5%,0,-3%,-1%,?,-12%,40µM*,-5%
NC(=O)C(=O)N/N=C1\CCc2ccccc21,-3%,-5%,-11,3%,13%,241%[activator],-22%,2%,3%
CCOc1ccc(S(=O)(=O)N2CCC(N3CCN(Cc4ccc(F)cc4)C(=O)C3=O)CC2)cc1,/,0%,-19,-4%,-19%,13%,-17%,10%,-1%
CCOc1ccc(C(=O)CCC(=O)NNC(=O)CCN2CCN(c3ccccc3)CC2)cc1,-6%,/,4,-4%,-12%,61%[activator],/,/,-9%
O=C(N/N=C/c1ccncc1)c1cccc(NC(=O)c2ccc(Cl)cc2)c1,21%,3%,-6,-2%,-29%,?,3%,45µM*,-9%[60.1 µM]
O=C(N/N=C/c1ccc(Sc2nc3ccccc3s2)c([N+](=O)[O-])c1)c1ccccn1,4%,-2%,-6,0%,-5%,-8%,-10%,1%,-12%
O=C(c1ccc2c(c1)OCO2)c1cn(Cc2ccc(Cl)cc2)c2ccc(F)cc2c1=O,/,-4%,-7,0%,-10%,-2%,-12%,24%,-7%
CN(CC(=O)Nc1ccc(F)c(F)c1F)C(=O)C1CCCC1,7%,/,-1,-1%,-10%,28%,/,/,9%
COc1ccc(C(=O)Nc2cccc3c2CCCC3)c(OC)c1,/,/,-2,-2%,-23%,?,/,/,-6%
O=C(NCc1ccccc1Cl)c1ccc(S(=O)(=O)NCc2ccco2)cc1,11%,/,-7,-2%,-3%,19%,/,/,-12%
CCOc1ccc(/C=N/NC(=O)c2c(-c3ccccc3)noc2C)cc1,2%,2%,-7,-4%,-3%,133%[activator],2%,21%,0%
Cc1c(OCc2ccc([N+](=O)[O-])cc2)ccc2c3c(c(=O)oc12)CCC3,2%,-4%,-5,-2%,-4%,178%[activator],-10%,-1%,-8%
O=C(CCS(=O)(=O)c1ccccc1)Nc1ccc(-c2nc3ccccc3s2)cc1,6%,-8%,-5,-8%,1%,?,-10%,19%,-25%
O=C(Oc1ccc(Oc2ccccc2)cc1)N1CCC(O)CC1,4%,-2%,-1,2%,-13%,144%[activator],-7%,-3%,2%

# Screening results from PubChem BioAssay.
